MC4R antag cAMP – antagonists of human melanocortin 4 receptor (MC4R); P32245; AID 540295; MC4R-expressing cells, MTII-stimulated cAMP, LANCE TR-FRET; 360,000 tested, 0.48% active; inhibition, % at 6.5 µM;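 active = inhibition above its plate's cutoff, the mean of tested wells on that plate plus 3 SD, cut at about 29% in these data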;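 note: 0% = Melanotan II alone and 100% = Melanotan II plus saturating MCL0020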
Target sequence (P32245 whole entry, looked up): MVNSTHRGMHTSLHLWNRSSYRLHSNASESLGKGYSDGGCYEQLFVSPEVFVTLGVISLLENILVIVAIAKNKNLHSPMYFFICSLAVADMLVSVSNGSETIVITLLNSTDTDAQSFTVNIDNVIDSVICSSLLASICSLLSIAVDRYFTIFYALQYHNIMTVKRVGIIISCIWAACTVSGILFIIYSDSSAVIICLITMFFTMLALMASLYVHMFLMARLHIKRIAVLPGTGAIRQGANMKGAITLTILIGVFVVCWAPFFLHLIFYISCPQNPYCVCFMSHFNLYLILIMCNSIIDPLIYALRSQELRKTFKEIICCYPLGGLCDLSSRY
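Material – human MC4R-expressing U2OS cells · Repeats – no replicates · Detection – TR-FRET with Eu-cAMP and labeled anti-cAMP, 671 nm · Times – compound 30 min, challenge 1 h, detection 1 h · Compound – single nominal compound dose of 6.5 µM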
MC4R ag barr – agonists of human melanocortin 4 receptor (MC4R) beta-arrestin. P32245. U2OS MC4R beta-arrestin complementation, luminescence; percent of melanotan II response, DMSO zero. activation, % at 8.9 µM. 360,000 tested, 0.98% active. AID 540308;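 active = activation above a per-plate cutoff, the mean activation of sample wells on that plate plus 3 SD, cut at about 8% in these data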
ABCB6 inh MLPCN – blocks the human ABCB6 transporter; Q9NP58; K562-ABCB6 porphyrin accumulation, flow cytometry, 1 h; stronger effect = lower value; 360,000 tested, 0.19% active; AID 602162; fluorescence ratio to DMSO, % at 10 µM;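 active = fluorescence ratio to DMSO below 75%, the collection mean minus 3 SD; inconclusive = too few cells collected in the well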;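 note: signal is porphyrin accumulated inside mitochondria; 100% equals median channel fluorescence of DMSO control wells; lower ratio means ABCB6 inhibition with less porphyrin fluorescence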
PDI inh – blocks human protein disulfide isomerase activity | PDI insulin aggregation turbidity, A650, 90 min | inhibition, % at 10 µM | 350,000 tested, 0.052% active | AID 588391;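 active = mean inhibition across replicates of 30% or more, whatever share of single replicates reach that level; inconclusive = mean inhibition below 30% while every single replicate reaches 30%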;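 note: absorbance from insulin aggregation driven by PDI reduction with DTT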
m5-HT2A agonist – activates the mouse 5-HT2A serotonin receptor; activation, % at 7.6 µM; 360,000 tested, 0.66% active; CHO-K1 mHTR2A beta-arrestin complementation, luminescence; percent of 30 µM serotonin response; P35363; AID 624169;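 active = activation above a run cutoff, the mean activation of all tested compounds plus 3 SD, cut at about 14% in these data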;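 note: 0% = plate median of compound wells and 100% = 30 µM serotonin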
Target sequence (P35363 whole entry, looked up): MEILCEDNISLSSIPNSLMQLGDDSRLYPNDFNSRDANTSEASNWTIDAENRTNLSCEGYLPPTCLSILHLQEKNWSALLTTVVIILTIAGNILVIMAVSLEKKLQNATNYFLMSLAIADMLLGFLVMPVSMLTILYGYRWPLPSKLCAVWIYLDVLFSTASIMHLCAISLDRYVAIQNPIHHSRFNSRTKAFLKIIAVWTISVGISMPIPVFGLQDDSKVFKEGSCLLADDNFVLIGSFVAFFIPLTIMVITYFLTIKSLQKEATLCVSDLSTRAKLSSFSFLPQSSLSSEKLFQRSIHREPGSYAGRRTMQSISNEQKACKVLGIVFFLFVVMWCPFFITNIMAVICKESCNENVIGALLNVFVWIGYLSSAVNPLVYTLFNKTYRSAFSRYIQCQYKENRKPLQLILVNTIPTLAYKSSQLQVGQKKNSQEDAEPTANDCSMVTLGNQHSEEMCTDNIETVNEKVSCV
Exocytosis inh – blocks lytic granule exocytosis; TALL-104 LAMP-1 surface exposure, flow cytometry; cells stimulated with thapsigargin and PMA; inhibition, % at 10 µM; 360,000 tested, 0.66% active; AID 651702;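 active = inhibition above about 55%, limit read from the data; inconclusive = no clear call, values can overlap the other calls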
ABHD5 PLIN5 PPI – ABHD5-PLIN5 protein interaction inhibition | Q00G26+Q8WTS1 | Split G. princeps luciferase complementation, luminescence, 4 h | inhibition, % at 4 µM | 360,000 tested, 0.78% active | AID 602281;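 active = inhibition above the mean inhibition across every tested compound plus 3 SD, cut at about 22% in these data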;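 note: 0% = DMSO only wells and the 100% control is not disclosed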
N-glyco inh – blocks N-linked glycosylation in D54 reporter cells; D54 ERlucT glycosylation luciferase reporter, 24 h; percent of 100 nM tunicamycin response; reporter increase, % at 12.5 µM; 360,000 tested, 0.23% active; AID 588692;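 active = mean luciferase reporter signal, scaled so untreated is 0 and the glycosylation-blocking control 100, at or above a set limit in every replicate; inconclusive = mean reaches the limit but not every replicate does; inactive = mean below the limit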;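 note: luciferase carries N-glycosylation sites so blocking glycosylation raises the light; 0% = median of neutral control wells and 100% = median of 100 nM tunicamycin wells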
Cardio protect – myocardial damage modulation in H9c2 cells; H9c2 cardiomyocytes, H2O2 injury protection, ATPLite, 2 h; protection from H2O2 cell death, % at 20 µM; 360,000 tested, 0.63% active;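 active = compounds giving at least 50% protection of heart cells from peroxide-induced death in the single-dose screen, raw or plate-pattern-corrected value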;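 note: 0% = DMSO wells with peroxide and 100% = DMSO wells without peroxide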
CaV13 FRET inh – Disruptors of the CACNA1D IQ motif to Ca2+-dependent inactivation inhibitor domain association, primary screening, Förster resonance energy transfer in intact living … | HEK cells, CFP/YFP FRET ICDI-IQ, plate reader, 10 min; percent FRET-ratio fall versus neutral wells | inhibition, % at 12.3 µM | 340,000 tested, 0.098% active | AID 743397;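 active = mean replicate inhibition of at least 30% and at least 1% of replicates passing that level; inconclusive = only one of the two criteria is met; inactive = neither criterion is met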;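 note: 0% = median of the neutral control wells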
Active calls of the source: *; ? = inconclusive; · = not tested or not shown. Not a hit list. About 4.2% of those tested had a hit in this group.

SMILES	MC4R antag cAMP	MC4R ag barr	ABCB6 inh MLPCN	PDI inh	m5-HT2A agonist	Exocytosis inh	ABHD5 PLIN5 PPI	N-glyco inh	Cardio protect	CaV13 FRET inh
Cc1ccc(C(=O)Cn2cnc3ccccc3c2=O)cc1C	-1.6	4.1	98.0	2.3	1.4	-4.0	-2.6	0.5	6.4	-4.8
Cc1ccccc1S(=O)(=O)N(C)C[C@@H]1OCc2cnnn2CCCC(=O)N([C@@H](C)CO)C[C@H]1C	9.4	-0.1	101.0	-1.5	2.0	5.2	-11.2	0.3	-4.6	-2.1
O=C(CC(=O)c1cccc([N+](=O)[O-])c1)Nc1ccccc1Cl	2.0	-0.3	100.0	-2.2	-6.3	1.4	12.1	-1.0	-4.1	-1.7
CC1CCN(C(=O)CSc2nc(N)c(NC(=O)c3ccccc3)c(=O)[nH]2)CC1	6.7	-1.4	102.0	-1.9	2.8	-5.6	-3.6	2.9	-0.1	-5.5
COc1ccc(NC(=O)C2C(c3ccccc3)C2(Cl)Cl)cc1 (configuration not stated)	5.4	-2.1	95.0	8.1	-6.5	7.9	2.4	-1.7	-2.5	1.6
Cc1cc(NCCN2CCOCC2)c2ccc3ccccc3c2n1	-6.7	1.7	102.0	-8.0	-1.2	1.8	3.9	38.4*	23.2	-18.9
Cc1sc2nc(C3CCCCC3)nc(SCC(=O)N3CC(=O)Nc4ccccc43)c2c1C	9.8	0.1	98.0	-5.8	1.8	-0.4	7.3	-5.2	3.8	-7.8
CCOCCSc1n[nH]c(=O)n1CCc1ccccc1	7.0	-1.2	100.0	3.7	2.0	-2.7	5.2	1.0	-2.1	-21.4
NS(=O)(=O)c1ccc(CCNC(=O)COC(=O)Cc2ccc(Cl)cc2)cc1	10.4	-0.3	99.0	-2.8	-2.4	0.9	0.1	0.6	3.6	-16.5
Clc1ccc(CSc2ncnc3nc[nH]c23)cc1	-9.7	-1.0	100.0	2.8	2.1	2.7	-0.6	1.8	8.5	-16.1
CCCc1cc(=O)oc2c3c(c4c(c12)OC(C)(C)C=C4)OC(C)C(C)C3O (configuration not stated)	29.6*	0.3	97.0	·	2.8	3.9	-7.6	-7.6	-3.7	·
COc1ccc(/C=N/N2CCN(C3c4ccccc4-c4ccccc43)CC2)cc1O	1.1	-0.8	99.0	-7.6	2.8	-1.3	-14.3	-1.8	-12.2	-5.3
OCCOCCOc1ccccc1OCCOCCO	14.2	-3.1	100.0	-0.9	-2.4	-1.2	1.9	-1.5	-0.3	-4.4
COc1ccc(Br)cc1CNC(C)c1ccccc1 (configuration not stated)	-1.9	1.5	99.0	0.6	-0.6	3.2	1.5	-2.1	-1.0	-4.2
O=C(CCc1ccccc1)NC(=S)Nc1cccc(Br)c1	-1.7	-1.1	100.0	1.1	-2.2	-5.8	-8.6	1.2	-6.5	-5.9
Cc1ccc(NC(=O)CN(C)C(=O)COc2ccc(Br)cc2)cc1	3.6	-0.1	97.0	8.8	1.1	-2.2	-2.8	2.6	-7.9	-6.7
CN(CC(=O)NCCc1ccc(S(N)(=O)=O)cc1)Cc1ccc(Cl)cc1Cl	15.7	0.6	93.0	6.5	-10.9	5.1	2.8	-3.9	-6.0	-5.4
CCOC(=O)Cc1csc(NC(=O)Cn2c(=O)oc3ccccc32)n1	7.5	-2.2	97.0	-0.2	3.8	-3.5	0.0	-0.5	-0.1	-3.3
COCCn1c(N)c(N(Cc2ccccc2)C(=O)Cc2ccccc2F)c(=O)[nH]c1=O	-1.9	0.7	109.0	1.7	-3.0	-4.3	-4.3	-0.6	9.1	-0.2
CCOC(=O)C1CCCN(Cc2nc(Cc3cccc(F)c3)no2)C1 (configuration not stated)	5.3	-1.3	102.0	4.2	-1.3	-2.1	-6.7	0.7	1.8	-2.4
Cc1cccc2c1cnn2C(=O)CCC(=O)N1CC(C)CC(C)C1 (configuration not stated)	8.2	2.4	95.0	·	-2.5	-3.4	2.7	0.1	-3.8	-6.6
Cn1cc(CCNC(=O)CC2C(=O)NCCN2Cc2cccc(Oc3ccccc3)c2)cn1 (configuration not stated)	13.7	-1.8	103.0	0.5	-4.1	3.0	-5.8	-0.4	1.0	-0.4
COc1ccc(N2CC(C(=O)Nc3c4c(nn3-c3ccccc3)CS(=O)(=O)C4)CC2=O)cc1 (configuration not stated)	3.2	-2.3	99.0	-0.3	2.6	-1.5	1.1	-1.1	3.9	·
Cc1ccc(-c2noc(C3CCCN(S(=O)(=O)c4ccc5ccccc5c4)C3)n2)o1 (configuration not stated)	-7.3	-2.2	129.0	4.6	-1.1	-3.1	3.1	-2.9	-8.6	-8.6
Cc1cc(NC(=O)c2cc([N+](=O)[O-])ccc2Cl)no1	13.4	-0.7	98.0	-2.8	17.2*	-1.4	-2.8	5.2	4.7	-13.6
SMILES	MC4R antag cAMP	MC4R ag barr	ABCB6 inh MLPCN	PDI inh	m5-HT2A agonist	Exocytosis inh	ABHD5 PLIN5 PPI	N-glyco inh	Cardio protect	CaV13 FRET inh
O=C(Oc1ccccc1Cl)c1ccc(-n2cncn2)nc1	23.6	-0.8	97.0	-4.1	-0.7	0.5	-1.6	3.1	1.1	-3.6
COc1ccc(-c2noc(CCC(=O)Nc3ccc(C)c(C)c3)n2)cc1	3.0	-1.0	112.0	-4.7	2.3	0.2	-2.8	0.6	-11.5	-6.3
COC(=O)CCCNC(=O)c1ccc2nc(Cc3ccc(OC)cc3)oc2c1	1.7	-0.9	92.0	-10.3	-6.8	-14.0	-0.8	0.8	-0.3	-5.0
Cc1cc(C)c(NC(=O)COC(=O)CCc2ccc(S(=O)(=O)N3CCCCC3)cc2)c(C)c1	8.9	0.8	96.0	2.5	0.1	-4.3	-6.3	1.0	-3.0	0.5
Cc1noc(/C=C/N(C)C)c1S(=O)(=O)NC1CCCCC1	2.7	-1.8	95.0	0.7	3.6	-3.0	4.7	-0.5	0.9	-2.1
O=C(Cc1ccc(Br)cc1)Nc1ccc(S(=O)(=O)NCC2CCCO2)cc1 (configuration not stated)	12.2	0.5	93.0	4.9	-5.4	4.4	10.8	-2.1	-14.2	0.7
CCCCNC(=O)C(NC(=O)c1cccnc1)C(=O)c1ccccc1 (configuration not stated)	·	·	102.0	·	-3.0	6.4	1.5	3.6	6.1	·
CCCCn1nc(C(=O)Nc2c(C)n(C)n(-c3ccccc3)c2=O)c2ccccc2c1=O	1.6	-0.8	100.0	-77.9	-4.7	0.3	9.7	-0.5	8.9	-4.2
CC(=O)Nc1ccc(S(=O)(=O)NCCC(=O)OCC(=O)NCc2ccccc2)cc1	-3.6	-0.6	92.0	5.5	-0.3	3.5	4.3	1.3	-1.1	-6.4
O=c1cc(N2CCc3ccccc3C2)[nH]c(=O)n1C1CCCCC1	12.8	-0.6	94.0	-6.9	4.0	-1.2	2.5	2.4	10.1	·
O=C1c2ccsc2SCCN1Cc1ccccc1Cl	6.1	1.4	94.0	2.4	-4.8	0.6	-2.6	-0.3	-1.4	·
Cc1cc(Cl)ccc1NC(=S)N1CCN(C(=O)c2ccco2)CC1	18.2	-2.2	101.0	0.7	10.1	-8.8	-3.4	2.4	3.2	-5.6
CCOc1ccccc1C(=O)NC1CC2CCCC(C1)N2Cc1ccccc1 (configuration not stated)	4.0	0.3	101.0	-4.7	-0.2	-5.9	3.2	-2.7	25.2	·
CC(C)CN(C(=O)COC(=O)c1ccc2ccccc2n1)C1CCS(=O)(=O)C1 (configuration not stated)	7.3	0.8	99.0	0.8	-2.3	1.4	1.9	0.6	8.9	0.2
Cc1nc(C(F)(F)F)ccc1C(=O)NN1CCOCC1	19.7	1.4	100.0	0.7	1.0	10.0	3.4	-0.4	2.2	·
CCOC(=O)NC(=O)C(=CNc1ccccc1OC)C(=O)NC(=O)OCC	-2.7	-2.2	98.0	-13.9	2.9	?	-4.7	1.4	7.3	3.7
CC1CN(C(=O)c2cccs2)CC(C)O1 (configuration not stated)	10.2	-1.4	96.0	1.5	-2.1	-4.5	6.5	0.8	2.4	-4.2
O=C(NN=Cc1ccc(F)cc1)c1cccc(S(=O)(=O)N2CCCC2)c1	-0.8	-1.5	92.0	0.9	-8.3	-0.8	0.6	1.7	1.4	-3.6
Cc1c(/C=C/C(=O)c2cccs2)cnn1C	-1.3	-0.8	97.0	-2.1	3.9	-2.5	5.3	1.0	-3.4	-5.7
Cc1c(NC(=O)C(C)OC(=O)c2cccc(S(=O)(=O)N(C)C)c2)c(=O)n(-c2ccccc2)n1C (configuration not stated)	-0.7	-2.8	99.0	-8.3	4.6	-1.9	1.3	0.8	4.6	-4.6
Cc1ccc(NS(=O)(=O)c2ccc(C(C)(C)C)cc2)cn1	10.3	-1.4	96.0	-1.9	3.9	-9.1	3.8	-1.5	-5.7	-1.1
COc1cc2c(cc1OC)CN(C(=O)c1ccc(Cl)c(S(=O)(=O)N3CCCC3)c1)CC2	-0.2	0.1	83.0	-9.5	-1.9	-4.3	-6.7	-1.0	3.1	-5.5
Cc1c(=O)n(OCc2ccc(Cl)cc2)c2ccccc2[n+]1[O-]	4.2	-2.4	102.0	1.1	-0.7	-0.5	-0.9	1.7	10.1	11.6
Cc1ccc(C)c(OCc2ccc(C(=O)Nc3ccc([N+](=O)[O-])cn3)o2)c1	3.9	15.8*	93.0	-2.1	1.4	3.9	2.5	-0.5	-8.2	-16.5
O=C(NCc1ccc(F)cc1)c1cc(-c2ccccn2)nc2ccc(S(=O)(=O)N3CCOCC3)cc12	10.3	-0.4	89.0	-6.0	1.2	4.0	-2.6	-1.4	12.9	-10.7
O=C(CSc1nnc(Cc2ccc(Cl)cc2)o1)Nc1ccccc1	22.8	-0.7	94.0	5.9	-2.6	-5.9	7.3	0.3	4.3	-4.5
O=c1[nH]c(CN2CCN(c3ccc(F)cc3)CC2)nc2ccccc12	0.3	-2.6	99.0	-2.4	-4.6	6.5	-5.4	-1.2	12.8	-5.4
CCS(=O)(=O)N1Cc2ccccc2CC1C(=O)N(C)Cc1ccc(OC)cc1OC (configuration not stated)	25.0	-1.5	100.0	1.8	-0.3	28.5	7.7	-1.7	-2.8	-3.1
C=COC(=O)c1sc2nc(C)cc(C)c2c1N	-1.0	-1.6	95.0	-2.4	-0.3	2.8	1.8	5.2	-4.7	2.8

Source: PubChem
